miR-122 sensor – inhibitors of miR-122 in Huh7 cells; activation (reporter increase), % at 12.5 µM; 0.3% of 340,000 active; Huh7 miR-122 Renilla luciferase sensor, 48 h; neutral wells = 0, positive control = 100; AID 602342;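 active = mean replicate activation score at least 90 and every replicate individually at or above 90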;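 also: higher luciferase means less miR-122 activity so hits act as miR-122 inhibitors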
* = called active by the depositor.

SMILES	miR-122 sensor
O=C(CSc1nnnn1-c1ccccc1)Nc1ccc(Cl)cn1	2
COc1ccc2c(c1)CCc1cc(C(=O)N3CCN(c4ccc(N5CCOCC5)nn4)CC3)sc1-2	-13
CC1CN(C(=O)CSc2nnc(-c3ccc(Cl)cc3)n2C)CC(C)O1 (configuration not stated)	-2
CCC(C)NC(=O)C1CN(S(=O)(=O)c2ccccc2)CCN1S(=O)(=O)c1ccccc1 (configuration not stated)	10
COCCCn1c(C(=O)N2CC(C)OC(C)C2)cc2c(=O)n3cccc(C)c3nc21 (configuration not stated)	-7
O=Cc1cc2ccccc2nc1SCc1ccc(Cl)c(Cl)c1	3
CC1=C(C(=O)OC(C)C)C(c2ccc(Br)s2)NC(=O)N1C (configuration not stated)	8
C=C(C)COc1ccc(-c2n[nH]c(C)c2-c2ccccc2OC)c(O)c1	-4
C=CCn1c(CSCc2ccccc2)nnc1SCC(=O)NCc1ccccc1	-14
COCCNC(=O)C1CCCN(Cc2ccccc2Cl)CC1 (configuration not stated)	-4
CC(C)OCC(O)CS(=O)(=O)Cc1ccccc1 (configuration not stated)	4
CCOc1ccccc1N1CCN(c2nc3ccccc3nc2C(C#N)C(=O)OC)CC1 (configuration not stated)	-4
CCCCn1c(NCc2ccccc2NS(=O)(=O)c2ccc(C)cc2)nc2ccccc21	50
Cc1ccc2nc(N3CCN(C(=O)c4cccs4)CC3)c(C#N)cc2c1	1
Cc1cc(Br)c2[nH]c3c(c2c1)CCCC3=O	7
COc1ccc(OCc2nn3c(-c4cccc(OC)c4)nnc3s2)cc1	-4
CC(C)C[C@@H]1NC(=O)N(CCN2CCOCC2)C1=O	-7
N#CC(c1ccc(F)cc1)c1ccc(C(=O)c2ccccc2)cc1 (configuration not stated)	2
Cc1ccc(C(=O)N/C(=C\c2ccco2)C(=O)NCC2CCCO2)cc1C (configuration not stated)	4
Cc1ccc(CCNC(=O)C2CCN(c3nn4c(=O)cc(C)nc4s3)CC2)cc1	-2
O=C(CCCC(=O)N(CC(=O)NC1CCCCC1)Cc1ccc2c(c1)OCO2)Nc1ccccn1	7
C=CC(=O)Nc1cccc(CN2C(=O)N(c3cc(OC)cc(OC)c3)Cc3cnc(NCCCCN(CC)CC)nc32)c1	4
CC1CCCCN1S(=O)(=O)c1ccc(S(=O)(=O)N2CCN(c3ccccc3)CC2)cc1 (configuration not stated)	-9
COCc1cc(C)nc(N)c1C#N	1
COC(=O)N1C(=O)[C@@](c2ccccc2)(C(C)C)N1C(=O)OC	-12

By substructure, the compounds so far with a thiophene ring, fused or not.
SMILES	miR-122 sensor
COc1ccc2c(c1)CCc1cc(C(=O)N3CCN(c4ccc(N5CCOCC5)nn4)CC3)sc1-2	-13
CC1=C(C(=O)OC(C)C)C(c2ccc(Br)s2)NC(=O)N1C (configuration not stated)	8
Cc1ccc2nc(N3CCN(C(=O)c4cccs4)CC3)c(C#N)cc2c1	1

Returning to the listing, starting six compounds before the break.
SMILES	miR-122 sensor
Cc1ccc(CCNC(=O)C2CCN(c3nn4c(=O)cc(C)nc4s3)CC2)cc1	-2
O=C(CCCC(=O)N(CC(=O)NC1CCCCC1)Cc1ccc2c(c1)OCO2)Nc1ccccn1	7
C=CC(=O)Nc1cccc(CN2C(=O)N(c3cc(OC)cc(OC)c3)Cc3cnc(NCCCCN(CC)CC)nc32)c1	4
CC1CCCCN1S(=O)(=O)c1ccc(S(=O)(=O)N2CCN(c3ccccc3)CC2)cc1 (configuration not stated)	-9
COCc1cc(C)nc(N)c1C#N	1
COC(=O)N1C(=O)[C@@](c2ccccc2)(C(C)C)N1C(=O)OC	-12
O=S(=O)(O)c1nc2ccccc2n1Cc1ccc(Cl)cc1Cl	7
Cc1ccc(Sc2c(C)nn(C(=O)c3cccc(S(=O)(=O)N4CCOCC4)c3)c2C)cc1	-5
CCOC(=O)/C(C#N)=C\C=C1C=CN(C)C=C1	-7
Cc1ccc(NC(=O)CN2C(=O)NC3(CCc4ccccc43)C2=O)cc1Cl (configuration not stated)	-5
O=C(c1ccc(F)cc1)N(Cc1ccccc1)C1CCS(=O)(=O)C1 (configuration not stated)	5
COc1ccc(-c2nc3ccccn3c2NCc2ccc3c(c2)OCO3)cc1	-5
COc1cccc(-n2nnnc2S(C)(=O)=O)c1	-48
COC(=O)C1=C(C)NC(=S)N(C(C)=O)C1c1ccccc1 (configuration not stated)	3
COc1c(CC=C(C)C)c(O)cc2oc(=O)c3c4ccc(O)cc4oc3c12	0
COC(=O)c1ccccc1NC(=O)CN1CCC(NC(=O)c2ccccc2C)CC1	-21
Cc1ccc(C)c(N(C(=O)Cn2nnc(-c3cccs3)n2)C(C(=O)NC2CC2)c2ccc(C)o2)c1 (configuration not stated)	3
CCC[C@@H]1C[C@@H](C(=O)N[C@@H](C2O[C@H](SC)[C@H](O)[C@@H](O)[C@H]2O)[C@H](C)Cl)N(C)C1 (some centres not stated)	-2
CCOc1cccc(-c2nnc3sc(COc4ccc(OC)cc4)nn23)c1	-7
CCC(C)(C)n1nnnc1CN1CCc2ccccc21	4
CN1C(=O)C2(C(C#N)=C(N)Oc3n[nH]c(-c4ccc(Cl)cc4)c32)c2ccccc21 (configuration not stated)	3
COc1ccc(-c2cc(-c3cccs3)c(C#N)c(SCC(=O)NCc3ccco3)n2)cc1	-2
Cc1ccc(Nc2ncnc3sc(C)c(C)c23)cc1	0
Cc1cc(C(=O)CSc2nnnn2-c2ccc(Cl)cc2)c(C)n1CC1CCCO1 (configuration not stated)	-2
CCN1C(=O)/C(=C2/SC(C)=C(C)N2CC)SC1=S	-3
Cn1c(CN2CCCCC2)nc2cc(NC(=O)c3cccc(Br)c3)ccc21	5
Cc1cccc(-n2c(C)cc(/C=N/NC(=O)c3cccc([N+](=O)[O-])c3C)c2C)c1	1
O=C1C2C3CCC(C3NCc3ccccc3)C2C(=O)N1Cc1ccccc1 (configuration not stated)	-6
O=C1C=C(Nc2ccc(Cl)cc2)CC(c2ccc(Cl)cc2)C1 (configuration not stated)	1
O=C(Nc1ccccc1Cl)N1CCN(c2ncccn2)CC1	-4
O=C1NC(c2cccnc2)C(C(=O)c2cccs2)C(O)(C(F)(F)F)N1 (configuration not stated)	1

Other structures follow.
SMILES	miR-122 sensor
c1ccc2c(-c3nnc(SCc4cn5ccccc5n4)o3)c[nH]c2c1	6
COc1ccc(Cn2nnnc2C(c2ccncc2)N2CCOCC2)cc1 (configuration not stated)	-2
COCC(=O)N(Cc1ccc(OC)cc1)Cc1nc2ccccc2c(=O)[nH]1	1
Nc1ncnc2c1ncn2[C@@H]1O[C@H](CNC(=O)[C@@H](N)COCc2ccccc2)[C@@H](O)[C@H]1O	-5
Cc1cccc(-n2cnc(C(=O)NC3CCCCCC3)c2)n1	-5
CCOc1cc(C2CC(=O)NC3=C2C(=O)C(C(=O)OC)C(C)C3)cc(Cl)c1O (configuration not stated)	6
CCc1ccc2oc(=O)cc(CN(C)Cc3ccccc3)c2c1	0
O=C1N/C(=N/Nc2ccccc2)S/C1=C\c1ccccc1	7
CC(=O)c1cc(C#N)c(Oc2cc(C)cc(C)c2)nc1C	-2
O=C(NCc1ccco1)c1cccs1	-2
CCCCn1c(CN2CCN(c3ccccc3)CC2)nc2c1c(=O)n(C)c(=O)n2C	-20
Clc1ccc(NC2=NCCC2)cc1Cl	0
O=C1CCC/C1=c1\s/c(=C\c2cccnc2)c(=O)n1-c1ccccc1	-5
Cn1c(=O)[nH]c(=O)c2c1nc(N1CCNCC1)n2CCOc1ccccc1	0
Cc1oc2c(c1C(=O)c1ccc(Cl)cc1)C(=O)C(=O)c1ccccc1-2	-3
COc1ccc(C2/C(=C(/O)c3ccc(Cl)cc3)C(=O)C(=O)N2CCN2CCOCC2)c(OC)c1 (configuration not stated)	-7
CCOC(=O)c1c(NC(=O)c2ccn(CC)n2)sc2c1CCCC2	-2
CCCCC(=O)Nc1ccc(C(=O)NCC(=O)OC)cc1	-1
O=C(Cn1nnc(-c2ccccc2)n1)OCc1csc(-c2ccccc2)n1	-1
COc1ccc(C2CC(c3c(-c4ccccc4)c4cc(Cl)ccc4[nH]c3=O)=NN2S(C)(=O)=O)cc1 (configuration not stated)	-7
CCCN1CCc2c(sc3nc(SCC)n(-c4ccccc4)c(=O)c23)C1	-1
CC1=NC(C(F)(F)F)(C(F)(F)F)C2=C(CC(C)(C)CC2=O)N1Cc1ccco1	3
CC(C)OC(=O)c1ccc(NC(=O)c2ccco2)cc1	-2
Cc1cccc2c(=O)cc(C)n(CC(=O)N3CCOCC3)c12	2
COC(=O)c1ccc(NC(=O)C2CC(=O)N(c3cc(C)ccc3C)C2)cc1 (configuration not stated)	-5

Part of the list above, comma-delimited:
mol,miR-122 sensor
Cc1cccc(-n2cnc(C(=O)NC3CCCCCC3)c2)n1,-5
CCCCn1c(CN2CCN(c3ccccc3)CC2)nc2c1c(=O)n(C)c(=O)n2C,-20
COc1ccc(C2CC(c3c(-c4ccccc4)c4cc(Cl)ccc4[nH]c3=O)=NN2S(C)(=O)=O)cc1 (configuration not stated),-7

(continued)
SMILES	miR-122 sensor
Cc1c(C(=O)OCCOc2ccccc2)[nH]c2c1C(=O)CCC2	1
O=C(Nc1ccc(Cl)cc1F)c1ccc(COc2c(F)c(F)c(F)c(F)c2F)o1	-6
C=CCOc1cccc(C2C(C(=O)c3ccc(C)o3)=C(O)C(=O)N2CCN(C)C)c1 (configuration not stated)	-3
CC(=O)c1ccc(OC(=O)N(c2ccccc2)c2ccccc2)cc1	6
COc1ccc(N2CCN(c3oc(COc4ccc(Cl)cc4)nc3C#N)CC2)cc1	5
CC(C)N1C(=O)CC2(CC[N+](C)(CCOC(=O)C(c3ccccc3)c3ccccc3)CC2)C1=O (configuration not stated)	-3
C=CCNC(=O)CC(C)C(CCCCC)C(=O)O (configuration not stated)	-7
COc1cccc(/C=N\NC(=O)c2sc(N)nc2C)c1OC	-1
O=C(CC1(O)C(=O)N(Cc2ccccc2)c2ccccc21)c1ccncc1 (configuration not stated)	3
CCCCCCn1c(N2CCC(C)CC2)nc2c1c(=O)[nH]c(=O)n2C	-7
CCCCCC(=O)N/N=C(\C)c1ccc(NC(=O)c2ccco2)cc1	-1
O=C1N2CCSC2=NC1(NS(=O)(=O)c1ccccc1)C(F)(F)F (configuration not stated)	2
O=C(CNC(=O)C1CCCCC1)NCCCO	1
Cc1cc(C)n(CCOC(=O)c2sc3ccccc3c2Cl)n1	-4
NC(=S)N/N=C/c1ccc(-n2nncc2-c2ccc(Cl)cc2)cc1	-5
COc1ccc(S(=O)(=O)Nc2c(C)ccc3nsnc23)cc1OC	30
CCc1ccc2oc(-c3cc(N)ccc3O)nc2c1	7
S=C(Nc1ccccc1)N1CCn2c1nc1ccccc12	0
O=C(C1CCN(CCCc2ccccc2)CC1)N1CCCCC1	-12
CCc1nc2ccccc2c(C(=O)OCC(=O)Nc2ccc(S(=O)(=O)N3CCOCC3)cc2)c1C	13
COc1ccc(C(=O)O)cc1NS(=O)(=O)c1cccc2nsnc12	4
CCOc1ccc(/C(O)=C2/C(=O)C(=O)N(c3nc(C)c(C)s3)C2c2ccco2)cc1 (configuration not stated)	5
COc1cccc(Oc2cn[nH]c2-c2ccc(OC)cc2O)c1	30
COc1ccc(CN(C)c2ncnc(N)n2)cc1	-5
NS(=O)(=O)c1cccnc1Nc1cccc(Cl)c1	-5

Other entries follow:
SMILES	miR-122 sensor
CCOC(=O)c1nnn(-c2nonc2N)c1CS(=O)(=O)c1ccccc1	-3
CCc1nc2c(OCCC3CCCCC3)cccn2c1N(C)C(=O)C1CC1	-27
COc1cc(C)ccc1OCCOCCOc1c(C)cc(C)cc1Br	5
Fc1ccc(N2CCN(c3ncnc4c3nnn4Cc3ccccc3Cl)CC2)cc1	-5
COc1cc(C(=O)OCC(=O)Nc2cc(C)on2)cc(OC)c1OC	-6
N#Cc1c(NC(=O)CCC(=O)O)sc2c1CCCC2	6
O=c1cc(N2CCCCC2)c(-c2ccccc2)nn1Cc1cccc(Cl)c1	0
CCC(=O)Nc1c(C)c(CC)nc2ccccc12	1
COc1ccc(Cl)cc1N(C)C(=O)CCNC(=O)Cn1cnc2ccccc2c1=O	1
Cc1cc(-c2ccccc2)nc2cc(C(=O)NCCCn3ccnc3)nn12	4
Cc1nccc(-c2ccc(-n3cnc4ccccc43)cc2)n1	7
Cn1c(=O)c2c(nc(OCC3COC(C)(C)O3)n2Cc2ccccc2F)n(C)c1=O (configuration not stated)	-6
CSc1nc(Oc2ccc(=O)[nH]n2)nc(N(C)C)n1	5
O=C(C[C@H]1C[C@H](C(=O)N2CCCCC2)[C@@]2(CCc3ccccc3)c3[nH]c4ccc(Cl)cc4c3CCN2C1=O)NCCc1ccccn1	-1
Clc1ccccc1Cn1nnc(-c2cccs2)n1	10
Cc1ccc(C)c(NC2=CC(=O)CC(C)(C)C2)c1C#N	-9
O=C(CN1CCCCC1)Nc1nnc(-c2ccccc2)s1	8
COc1cc(C(=O)OCC(=O)NCc2ccco2)cc(OC)c1OC	-5
Cn1c(N)c(C(=O)COC(=O)c2cc(-c3ccccc3)nc3ccccc23)c(=O)n(Cc2ccccc2)c1=O	-14
CCN(CC)CCCNC(=O)c1nn(-c2ccc(OC)cc2OC)c(=O)c2ccccc12	5
Brc1ccc(-c2nnc3ccc(N4CCN(c5ccccc5)CC4)nn23)cc1	13
Cc1ccoc1C(=O)Nc1cccc(Oc2ccccc2)c1	-2
O=C(Nc1ccc(Cc2ccncc2)cc1)c1ccc(Cl)c([N+](=O)[O-])c1	-2
COP(=O)(/C=C/c1ccccc1)C(O)c1ccc(F)cc1 (configuration not stated)	-5
CCOc1cc(C2c3c(n[nH]c3C)C(=O)N2c2ccc(Br)cc2)ccc1O (configuration not stated)	-1

More structures:
SMILES	miR-122 sensor
Cn1ccnc1SCC(=O)Nc1ccc(Oc2ccccc2)cc1	-9
O=C(NCCO)C1(c2ccccc2)CCCC1	-6
CCOC(=O)C1=C(C)NC(C)=C(C(=O)OCC)C1c1ccc(O)cc1	-6
COc1cc(NC(=O)c2ccc(NS(=O)(=O)c3c(C)noc3C)cc2)cc(OC)c1	6
Cc1ccccc1Cn1nc(C)c(NC(=O)c2cc3n(n2)C(C(F)F)CC(C(F)F)N3)c1C (configuration not stated)	0
COc1ccc2[nH]c(=O)c(CN(CCCN(C)C)C(=O)Nc3ccc(F)cc3)cc2c1	-8

From PubChem

This is a subset, so the mix of outcomes need not match the whole.
